Source: PubChem BioAssay
Yfh1-off respiration: enhancers of respiration in Yfh1-depleted yeast, dose response, Friedreich's ataxia, plus single-dose screen (AID 1465). S. cerevisiae Yfh1-off respiration, WST-1 reduction, 72 h; higher fold induction means a stronger effect. actives 0.074% (n = 220,000). fold induction at 50 µM, or EC50 in µM where a hit was titrated;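 active = fold induction of absorbance versus untreated yeast above a set limit, then at least 30% activation at any dose in follow-up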;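 note: activators that raise dye reduction in frataxin-depleted yeast; strong numbers were not always called active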
ER stress rescue: rescue of cells from ER stress-induced death, primary screen, 384-well, CSM14.1, thapsigargin, ATP luminescence (AID 1222) | CSM14.1 thapsigargin-induced death rescue, ATP luminescence; higher % means a stronger effect | cellular ATP content (survival), % at 20 µM, or EC50 in µM where a hit was titrated | 190,000 tested, under 10 active;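 active = EC50 below 50 µM in the dose-response confirmation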;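 note: death triggered by thapsigargin at about 15 µM added after 2 h compound pretreatment; cell ATP read after overnight thapsigargin exposure of roughly 18 to 22 hours; normalized against plate controls of thapsigargin alone and 5% DMSO vehicle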
RSV CPE inhibition: RSV antiviral activity via CPE protection, HEp-2 cells, primary 10 µM value included (AID 2391); one-dose CPE inhibition, % at 10 µM; IC50 in µM for titrated hits; HEp-2 cells, RSV-induced CPE inhibition; higher % means a stronger effect; actives 0.13% (n = 310,000); in the data active = a potency from the dose series; note: strong numbers were not always called active
West Nile antiviral: West Nile virus antiviral activity, cell-based, CPE readout (AID 1621); West Nile virus-infected cells, CPE inhibition; higher % means a stronger effect; one-dose CPE inhibition, % at 10 µM; IC50 in µM for titrated hits; actives 0.02% (n = 290,000); in the data active = a potency from the dose series; note: strong numbers were not always called active
XIAP antagonists: XIAP antagonists, biochemical, IAP family, fluorescence polarization (AID 1018). XIAP BIR domain, fluorescence polarization peptide displacement; higher % means a stronger effect. actives 0.007% (n = 200,000). E3 ubiquitin-protein ligase XIAP (Homo sapiens). displacement, % at 20 µM, or IC50 in µM where a hit was titrated; in the data active = displacement above about 50%; note: a part of the inactive calls stands beside numbers as strong as those of hits
WT yeast gro inh: growth inhibition of WT strain, primary screen, mitochondrial fusion inhibitor project, WT and mutant strains, chemical genetic; mitochondrial fusion phenotypic screen; inhibition, % at 10 µM; actives 2.1% (n = 190,000); in the data active = inhibition above about 58%; tested in S. cerevisiae
Dengue-2 NS5 capping: Dengue-2 NS5 methyltransferase inhibitors, primary screen, biochemical, confirmation dose response (AID 588689); actives 0.3% (n = 340,000); Dengue-2 NS5 methyltransferase capping enzyme assay, biochemical; higher % means a stronger effect; inhibition, % at 25 µM; hits with a dose series show IC50 in µM; in the data active = a potency from the dose series
UTI89 phage lysis: inhibition of K1F phage lysis, E. coli UTI89, bacterial capsule biogenesis inhibitors, alamar blue (AID 488966); E. coli UTI89 K1F phage lysis, alamar blue, 2 h; higher % means a stronger effect; one-dose inhibition, % at 100 µM; IC50 in µM for titrated hits; actives 0.02% (n = 340,000);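 active = phage lysis inhibition, versus mean bacterial control, above a set limit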;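 note: capsule biogenesis inhibitors block K1F phage lysis so surviving cells raise fluorescence; higher fluorescence means more inhibition of phage lysis; actives were called in the ten point dose series up to 300 µM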
Large T inhibition: SV40 large T antigen inhibitors, biochemical (AID 1903); actives 0.39% (n = 310,000); SV40 large T antigen ATPase/helicase inhibition assay; higher % means a stronger effect; inhibition, % at 20 µM, or IC50 in µM where a hit was titrated; in the data active = a potency from the dose series; note: strong numbers were not always called active
WT yeast gro inh mutant strain: also measured in WT yeast gro inh; calls as there; inhibition, %; mitochondrial fusion phenotypic screen, mutant strain inhibition
Dengue-2 NS5 capping pilot replicate: also measured in Dengue-2 NS5 capping; calls as there; inhibition, %; measured here: pilot screen replicate inhibition
The depositor's hits bear a star; i = inactive; x = no result given; [ ] = remark or other dose.

SMILES | Yfh1-off respiration | ER stress rescue | RSV CPE inhibition | West Nile antiviral | XIAP antagonists | WT yeast gro inh | WT yeast gro inh mutant strain | Dengue-2 NS5 capping | UTI89 phage lysis | Large T inhibition | others
CCn1c(SCC(=O)Nc2ccc3c(c2)OCO3)nnc1-c1cnccn1 | i | 4.2% | 0.6% | -1.1% | -6.7% | 2 | -17 | -2% | 0.2% | 1%
COc1ccc(-n2nc(C(=O)NCC(=O)NCC3CCCO3)c3ccccc3c2=O)c(OC)c1 (stereo unspecified) | i | -0.2% | 1.7% | -0.1% | -0.3% | -2 | -6 | -1% | -0.1% | 16%
CCCCN(C(=O)CNC(=O)c1ccco1)C(C(=O)NC1CCCC1)c1ccc(OC)cc1 (stereo unspecified) | i | -2.4% | 0.1% | -1.3% | -22% | 3 | 15 | -6% | 2.2% | 5%
CCOC(=O)C(=O)N1CCN(c2ccccc2OC)CC1 | i | -1.3% | 1.2% | 0.1% | -5.6% | 6 | 12 | -4% | 0.1% | 5%
O=C(N/N=C/c1cccc([N+](=O)[O-])c1)c1ccc2c(c1)OCCO2 | i | -1.1% | 1.2% | 0.2% | -25% | 8 | -8 | 3% | 0.4% | 3%
Cc1[nH][nH]c(=O)c1C(c1ccc(O)c([N+](=O)[O-])c1)c1c(C)[nH][nH]c1=O | i | -1.4% | -0.3% | -0.2% | -3.3% | 1 | 4 | 5% | 2.2% | 29%
O=C(N/N=C/c1ccc(F)cc1)c1cc(-c2ccco2)nc2ccccc12 | x | -1.9% | 1.9% | x | 3.4% | 19 | 9 | 4% | -0.8% | 10%
CCN1CCN(C(=S)c2ccc(OC)cc2)CC1 | i | -0.4% | 0.8% | -0.4% | -4.0% | -5 | 22 | 3% | 0.3% | 2%
CCN(c1ccccc1)S(=O)(=O)c1ccc(C(=O)NCCCn2ccnc2)cc1 | i | 0.8% | -0.6% | -0.4% | -2.1% | 2 | -12 | -4% | -1.5% | 4%
O=C(COc1ccccc1)NS(=O)(=O)c1ccc(Cl)cc1 | x | x | 1.6% | 0.1% | x | x | x | 3% | 0.0% | 7%
CCS(=O)(=O)N1CCC(C(=O)Oc2ccccc2)CC1 | x | x | 0.9% | -0.1% | x | x | x | -5% | 0.3% | 9% | Dengue-2 NS5 capping pilot replicate=5.8
COc1ccccc1-n1c(SCC(N)=O)nnc1-c1ccccc1 | i | -3.6% | 0.4% | -0.3% | -7.3% | 9 | 8 | -7% | 0.1% | 0%
CCN1CCN(c2cc(C)c3cc(NC(=O)c4cc(OC)cc(OC)c4)ccc3n2)CC1 | i | x | 1.1% | 0.2% | x | x | x | 4% | 0.2% | 11%
Cn1c(-c2ccccc2)cc2ccccc21 | x | x | 2.5% | -0.4% | x | x | x | 3% | 3.0%[50 µM] | 2%
O=C(NCc1ccco1)C(=O)NCC1OCCN1S(=O)(=O)c1ccccc1 (stereo unspecified) | i | 4.2% | 0.6% | -0.5% | -2.5% | 3 | -13 | -3% | -0.2% | 14%
COc1ccc(C(=O)NCCC2=CCCCC2)cc1OC | i | -1.8% | 1.0% | -0.1% | -3.4% | 7 | 15 | -6% | 0.5% | 18%
O=C(c1ccc2c(c1)N(Cc1ccccc1)C(=O)CS2)N1CCOCC1 | i | -2.6% | 0.9% | 0.1% | -4.5% | 2 | -6 | -9% | 1.7% | 3%
COC(=O)[C@H](CC(C)C)NC(=O)NC1CCCc2ccccc21 (stereo partly specified) | i | -1.1% | -0.4% | 0.1% | -2.4% | -15 | -29 | -1% | 1.3% | 7%
O=C(NC12CC3CC(CC(C3)C1)C2)C1CC(=O)N(c2ccc(Br)cc2)C1 (stereo unspecified) | i | 0.3% | -0.2% | 0.1% | 0.3% | 6 | 5 | 9% | -0.4% | 2%
Cc1[nH]c2ccc(C(=O)N3CCN(c4ccc(F)cc4)CC3)cc2c1C | x | x | 20% | -0.2% | x | x | x | -11% | 0.5% | 15%
O=[N+]([O-])c1cc(/C=N/N2CCN(Cc3ccccc3)CC2)ccc1Cl | i | -0.6% | 1.8% | -1.6% | -7.5% | 39 | 54 | -5% | -1.4% | 5%
Cc1ccc(C(=O)NC2CCN(S(=O)(=O)c3ccccc3)CC2)cc1 | i | 1.8% | 2.9% | 0.1% | -1.2% | -11 | 6 | -3% | 0.2% | 21%
Cc1ccc(S(=O)(=O)NCCC(=O)NCc2ccc3c(c2)OCO3)cc1C | i | -1.0% | 0.7% | -0.3% | -5.5% | 6 | -6 | -15% | -2.8% | 13%
O=C(O)CNC(=O)CCCn1nnc2ccccc2c1=O | i | x | -0.4% | 0.3% | x | x | x | -2% | 0.0% | 15%
CSc1ccc(Cl)c(C(=O)NCCOc2cc(C)ccc2C(C)C)c1 | i | -0.2% | 3.1% | -0.9% | -3.2% | 62* | 9.5* | 3% | 2.6% | 4%
O=C(CCSc1ccc(Cl)cc1)Nc1cccnc1 | i | 3.3% | 0.2% | 0.2% | -5.1% | 8 | -3 | 3% | 0.3% | 6%
O=C(Cc1c(O)c2ccccc2[nH]c1=O)OC1CCCCC1 | i | 1.8% | 0.6% | 0.4% | 1.7% | 8 | 4 | -10% | 0.8% | -15%
Cc1ccc(C(=O)C(c2ccccc2)N2Cc3ccccc3C2=N)cc1 (stereo unspecified) | i | -3.6% | 22% | -1.4% | -3.0% | 70* | 59* | -3% | 11% | 4%
COc1ccc(/C=N/NC(=O)c2cc(C3CC3)[nH]n2)cc1OC | i | x | x | 0.5% | x | x | x | -12% | 0.1% | 12%
COc1cccc(C=Nc2ccc3c(c2)CCC3)c1O | x | x | 2.6% | -0.4% | x | x | x | -1% | 0.1% | 21%
CC(NC(=O)c1ccc2c(c1)OCO2)C(c1cccs1)N1CCOCC1 (stereo unspecified) | i | -0.6% | 1.6% | -0.5% | -7.5% | 20 | 5 | -1% | 2.0% | -5%
Cc1cc2oc(=O)cc(CN3CCN(Cc4ccc5c(c4)OCO5)CC3)c2cc1C | i | 0.0% | 0.8% | -0.4% | -7.0% | 16 | -2 | -2% | 1.5% | 6%
Cc1nnc(SCC(=O)N2CC(=O)Nc3ccccc32)n1-c1ccccc1 | i | -0.8% | 3.6% | 0.7% | -5.3% | -1 | -11 | -10% | 0.4% | 2%
COC(=O)[C@H](CCSC)NC(=O)Nc1ccc(C)cc1 | i | 1.0% | 1.6% | -0.2% | -4.8% | 1 | 1 | -2% | 6.0% | 7%
CC(C)CN(C(=O)Cn1nnc(-c2ccc(F)cc2)n1)C1CCS(=O)(=O)C1 (stereo unspecified) | x | x | 0.5% | x | x | x | x | 9% | 0.9%[50 µM] | 12%
O=C(COc1ccc(Cl)cc1)NCc1ccncc1 | i | -6.0% | 2.4% | -0.6% | -2.9% | -19 | 0 | -4% | 0.3% | 11%
Cc1ccc(S(=O)(=O)N/N=C/c2cccn2-c2ccc(Cl)cc2)cc1 | i | -0.6% | 1.8% | 0.1% | -22% | -3 | 18 | -7% | 0.1% | 6%
CCc1ccccc1N(C(C)=O)c1nc(CCl)cs1 | i | -0.6% | 0.5% | -0.6% | 0.6% | 7 | 3 | -5% | -1.3% | 3%
CN(C)C(=O)c1ccccc1Sc1cc(Cl)ccc1Cl | i | 3.5% | 5.5% | 0.4% | -6.7% | -4 | -5 | -5% | 0.2% | 4%
C#CCOCCOCCOCCNc1nc(N2CCN(C(=O)[C@H](CCC(=O)O)n3cc(C(N)CO)nn3)CC2)nc(N2CCN(C(=O)[C@H](CCC(=O)O)n3cc(C(N)[C@H](C)CC)nn3)CC2)n1 (stereo partly specified) | x | -0.8% | 3.2% | x | -4.2% | -18 | -22 | -4% | 0.1% | -2%
O=C(OCC(=O)N1CCOCC1)c1ccc(Br)cc1 | x | x | 1.4% | -0.8% | x | x | x | 2% | -0.1% | 8%
CCC(=O)N1CCc2cc(S(=O)(=O)NCCC(=O)N3CCN(c4ccccc4)CC3)ccc21 | x | x | 0.1% | -0.5% | x | x | x | 4% | -0.3% | -1%
C=CCn1c(=O)c2ccccc2n2c(SCC(=O)Nc3cc(C)on3)nnc12 | i | x | 1.0% | 0.0% | 1.5% | 8 | 16 | 4% | -0.2% | 10%
O=C(CCCCCNc1nc(=S)[nH]c2ccccc12)N1CCN(c2ccccn2)CC1 | i | -0.6% | 1.8% | -0.4% | -3.7% | 3 | 4 | -2% | 1.1% | x
O=C(N/N=C/c1ccc(Br)s1)c1ccccc1[N+](=O)[O-] | i | -0.7% | 2.2% | 1.4% | -0.1% | 8 | -12 | 3% | -1.2% | -2%
COc1ccc(C2CN=NC23CCc2ccccc2C3=O)cc1 (stereo unspecified) | i | x | x | -0.6% | x | x | x | -3% | 1.0% | 5%
Cc1ccc(NC(=O)CN(C)C(C)C(=O)Nc2ccc(S(=O)(=O)N3CCCC3)cc2)cc1 (stereo unspecified) | x | x | 5.5% | x | x | x | x | -11% | 0.0%[50 µM] | 14%
COc1cc(NC(=O)Cc2ccc(Cl)cc2)ccc1NC(=O)c1ccco1 | i | -3.2% | 1.6% | -0.5% | -9.3% | -2 | -7 | -5% | 3.3% | 12%

In the list so far, 7 have an aryl thioether with sulfur outside any ring.
SMILES | Yfh1-off respiration | ER stress rescue | RSV CPE inhibition | West Nile antiviral | XIAP antagonists | WT yeast gro inh | WT yeast gro inh mutant strain | Dengue-2 NS5 capping | UTI89 phage lysis | Large T inhibition | others
CCn1c(SCC(=O)Nc2ccc3c(c2)OCO3)nnc1-c1cnccn1 | i | 4.2% | 0.6% | -1.1% | -6.7% | 2 | -17 | -2% | 0.2% | 1%
COc1ccccc1-n1c(SCC(N)=O)nnc1-c1ccccc1 | i | -3.6% | 0.4% | -0.3% | -7.3% | 9 | 8 | -7% | 0.1% | 0%
CSc1ccc(Cl)c(C(=O)NCCOc2cc(C)ccc2C(C)C)c1 | i | -0.2% | 3.1% | -0.9% | -3.2% | 62* | 9.5* | 3% | 2.6% | 4%
O=C(CCSc1ccc(Cl)cc1)Nc1cccnc1 | i | 3.3% | 0.2% | 0.2% | -5.1% | 8 | -3 | 3% | 0.3% | 6%
Cc1nnc(SCC(=O)N2CC(=O)Nc3ccccc32)n1-c1ccccc1 | i | -0.8% | 3.6% | 0.7% | -5.3% | -1 | -11 | -10% | 0.4% | 2%
CN(C)C(=O)c1ccccc1Sc1cc(Cl)ccc1Cl | i | 3.5% | 5.5% | 0.4% | -6.7% | -4 | -5 | -5% | 0.2% | 4%
C=CCn1c(=O)c2ccccc2n2c(SCC(=O)Nc3cc(C)on3)nnc12 | i | x | 1.0% | 0.0% | 1.5% | 8 | 16 | 4% | -0.2% | 10%
